BAZ2B inh: inhibitors of human BAZ2B bromodomain; Potency, µM (series often up to 114 µM), for inactives: top-dose activity change, negative = inhibition, most hits filed as inhibitors; actives 4.4% (n = 360,000); AlphaScreen BAZ2B-H3K14Ac peptide displacement; also: potency is read from the fitted curve at half-maximal effect; % is scaled to controls: 0 for no effect and ±100 for the full control effect; nearly all actives have a fitted effect of over 60% in size
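In this displacement format the biotinylated H3(5-23) peptide acetylated at Lys14 serves as ligand at 50 nM, with BAZ2B at 50 nM in PBS pH 7.4 containing 0.01% Tween-20. Donor and acceptor beads are 10 ug/mL final.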
GLS inh: glutaminase GLS (human) inhibition. O94925. actives 0.21% (n = 410,000). GLS enzymatic activity, qHTS titration. Potency, µM (titrated, usually from 45.5 µM), without a hit: top-dose activity change, negative = inhibition, hits mostly inhibitors. AID 624170; also: potency is read from the fitted curve at half-maximal effect; % is scaled to controls: 0 for no effect and ±100 for the full control effect
Target sequence (O94925 whole entry, looked up): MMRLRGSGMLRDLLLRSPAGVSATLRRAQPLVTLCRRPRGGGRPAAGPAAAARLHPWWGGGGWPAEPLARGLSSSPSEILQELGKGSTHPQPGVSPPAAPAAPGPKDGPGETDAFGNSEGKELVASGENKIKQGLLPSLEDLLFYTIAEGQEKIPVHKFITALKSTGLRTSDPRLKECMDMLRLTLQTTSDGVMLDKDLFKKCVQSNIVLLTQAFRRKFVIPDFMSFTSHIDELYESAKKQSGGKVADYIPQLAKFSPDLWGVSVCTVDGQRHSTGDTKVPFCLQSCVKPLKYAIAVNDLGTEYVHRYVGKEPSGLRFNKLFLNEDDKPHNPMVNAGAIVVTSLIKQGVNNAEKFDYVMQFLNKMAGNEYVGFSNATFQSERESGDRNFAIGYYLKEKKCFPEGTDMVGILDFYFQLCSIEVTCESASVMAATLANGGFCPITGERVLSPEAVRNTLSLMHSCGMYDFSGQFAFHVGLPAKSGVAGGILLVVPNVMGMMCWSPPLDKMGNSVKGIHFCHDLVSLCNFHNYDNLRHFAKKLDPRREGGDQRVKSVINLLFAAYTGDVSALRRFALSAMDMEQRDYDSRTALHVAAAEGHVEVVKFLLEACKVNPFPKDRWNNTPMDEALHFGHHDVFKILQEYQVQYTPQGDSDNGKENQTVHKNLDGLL
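Two-point fluorescence kinetic (t0, 30 min RT) for hKGA; glutamate detected via glutamate oxidase–HRP–Amplex Red. Substrate: 1 mM L-glutamine solution; buffer 45 mM KH2PO4, pH 8.2.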
PI4K2A block: blocks human PI4K2A kinase activity. Q9BTU6. purified PI4K2A, ADP-Glo luminescence, 1 h; hits give low values. activity change, negative = inhibition, % at 76.9 µM. actives 0.13% (n = 420,000). AID 1346378; in the data active = activity change below about -50%; inconclusive = mostly about -30% to -49%;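 also: -100% = wells without enzyme as full effect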
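PI4K2A activity was measured by ADP-Glo luminescence: enzyme (4 ug/mL stock) and phosphatidylinositol (1.2 mM stock) in Tris pH 7.5/MgCl2/EGTA/Triton X-100 buffer were reacted with ATP (300 microM stock) for one hour at ambient temperature.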
POLH inh: blocks human DNA polymerase eta activity; Q9Y253; recombinant Pol eta, fluorescent DNA replication assay; Potency, µM (highest dose often 114 µM), inactives show at the highest dose activity change, negative = inhibition, usual class: inhibitors; actives 1.2% (n = 390,000); AID 588591; also: potency is read from the fitted curve at half-maximal effect; % is scaled to controls: 0 for no effect and ±100 for the full control effect
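Fluorescent replication assay: 50 nM final substrate added after a 15 min room-temperature compound preincubation with 10 nM enzyme. Signal taken at 0 min and again at 10 min.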
JMJD2A Tudor: inhibitors of human JMJD2A Tudor domain | AlphaScreen JMJD2A-Tudor / H3K4me3 peptide binding | Potency, µM (top dose mostly 114 µM), without a hit: top-dose activity change, negative = inhibition, actives largely listed as inhibitors | actives 4.4% (n = 390,000); also: potency is read from the fitted curve at half-maximal effect; % is scaled to controls: 0 for no effect and ±100 for the full control effect; nearly all actives have a fitted effect of over 50% in size
G9a inh: G9a (human) methyltransferase inhibition. Q96KQ7. G9a H3K9 monomethylation, AlphaScreen, 2 h. Potency, µM (series often up to 102 µM), for inactives: at the highest dose activity, negative = inhibition, most hits filed as inhibitors. actives 8.8% (n = 350,000); also: potency is read from the fitted curve at half-maximal effect; % is scaled to controls: 0 for no effect and ±100 for the full control effect; nearly all actives have a fitted effect of over 75% in size
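AlphaScreen detection with an anti-monomethyl H3K9 antibody quantified product after a 2 h room-temperature reaction containing 500 nM biotinylated H3K9 peptide, 20 µM SAM and 20 nM enzyme, which had been preincubated 15 min with compound.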
Pin1 inh: blocks the human prolyl isomerase Pin1; actives 0.009% (n = 390,000); Pin1 FP peptide displacement, HiFluor488, 10 min; Potency, µM (highest dose often 115 µM), for inactives: top-dose activity, negative = inhibition, actives largely listed as inhibitors; AID 504891; Q13526; active = well fitted inhibition curve with a large enough effect in the polarisation, with a control signal flat, not every such curve was filed as active; inconclusive = small, poorly fitted or top-dose-only effect, or effect the other way, or a change in a side signal; inactive = no such curve, though single readings can be large or run the other way; the % refers to the polarisation; also: potency is read from the fitted curve at half-maximal effect; % is scaled to controls: 0 for no effect and ±100 for the full control effect
HP1b chromo inh: blocks HP1-beta chromodomain binding to methylated histone tails | actives 0.56% (n = 390,000) | Potency, µM (series often up to 114 µM), for inactives: at the top dose activity change, negative = inhibition, usual class: inhibitors | AlphaScreen HP1-beta / biotin-H3K9me3 peptide binding | AID 540317 | P83916; also: potency is read from the fitted curve at half-maximal effect; nearly all actives have a fitted effect of over 70% in size; inactives centre near 23
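HP1-beta protein (50 nM final) preincubated 30 min at room temperature with biotinylated H3(1-18)K9me3 peptide (50 nM) in PBS pH 7.4, 0.01% Tween-20, then compound added for 30 min. AlphaScreen streptavidin donor/nickel chelate acceptor beads (10 ug/mL final), 30 min dark, luminescence read.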
Tb PGK inh: T. brucei PGK inhibition; P07378; AID 602233; PGK/GAPDH coupled, Kinase-Glo luminescence, 60 min; Potency, µM (series often up to 57.5 µM), for the others: at the highest dose activity change, negative = inhibition, actives largely listed as inhibitors; actives 0.043% (n = 380,000); also: potency is read from the fitted curve at half-maximal effect; % is scaled to controls: 0 for no effect and ±100 for the full control effect; nearly all actives have a fitted effect of over 60% in size
Target sequence (P07378 whole entry, looked up): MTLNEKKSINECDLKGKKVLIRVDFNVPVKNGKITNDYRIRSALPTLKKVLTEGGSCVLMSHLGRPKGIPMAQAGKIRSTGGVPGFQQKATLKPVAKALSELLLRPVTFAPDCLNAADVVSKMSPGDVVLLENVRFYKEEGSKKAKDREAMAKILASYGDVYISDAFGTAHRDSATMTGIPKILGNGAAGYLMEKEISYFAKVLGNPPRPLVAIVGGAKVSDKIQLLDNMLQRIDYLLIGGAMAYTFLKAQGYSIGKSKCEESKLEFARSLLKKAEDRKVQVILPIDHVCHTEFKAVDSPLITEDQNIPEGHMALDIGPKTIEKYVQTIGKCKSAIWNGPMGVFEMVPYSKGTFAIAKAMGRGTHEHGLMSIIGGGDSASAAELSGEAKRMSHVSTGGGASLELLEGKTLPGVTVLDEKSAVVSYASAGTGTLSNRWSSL
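Recombinant glycosomal PGK reaction used 1,3-bisphosphoglycerate generated in-well by GAPDH (100nM final) in 100mM TEA pH 7.6, 5mM MgCl2, 0.01% Tween-20. After 60 minutes at room temperature, ATP was read by Kinase-Glo Plus luminescence end-point.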
* marks the source's active call; other numbers are inactive results; [ ] = remark or other dose. Unless noted, calls follow the shape of the dose curve; as a rule, active = well fitted curve in the direction sought with a large enough effect; inconclusive = small, poorly fitted or top-dose-only effect, or another doubt; inactive = no such curve, though single readings can be large; an effect the other way counts as inactive or inconclusive. This is a subset; rates above refer to the full screens.

`CCOc1ccc(CN(CCc2ccc3c(c2)OCO3)Cc2cc(OC)c(OC)cc2OC)cc1` gave BAZ2B inh 28µM*, GLS inh 0%, PI4K2A block 0, POLH inh -16%, JMJD2A Tudor 8.9µM*, G9a inh 2.8µM*, Pin1 inh -1%, HP1b chromo inh 11µM* and Tb PGK inh -3%.
Cc1ccc(CNC(=O)C2CCCN(S(=O)(=O)N3CCC(C)CC3)C2)cc1 (centres undefined) was read as BAZ2B inh -1%, GLS inh -1%, PI4K2A block 2, POLH inh -17%, JMJD2A Tudor 3%, G9a inh 53%[activator], Pin1 inh 1%, HP1b chromo inh 27% and Tb PGK inh 8%.
CCCCCCCCC(=O)N/N=C/c1cccc(Br)c1 was read as BAZ2B inh -36%, GLS inh 6%, PI4K2A block 1, POLH inh -7%, JMJD2A Tudor 5%, G9a inh 57%[activator][12.7 µM], Pin1 inh 4%, HP1b chromo inh 16% and Tb PGK inh 2%.
Screening O=C(CSc1nc2c(sc3ccccc32)c(=O)n1Cc1ccccc1)NCC1CCCO1 (centres undefined) returned BAZ2B inh -11%, PI4K2A block 0, POLH inh inconclusive, JMJD2A Tudor 0%, G9a inh 4%, Pin1 inh -3%, HP1b chromo inh 11% and Tb PGK inh -7%.
Screening CC1CCCCN1CC(=O)c1c(N)n(Cc2ccccc2)c(=O)n(C)c1=O (centres undefined) returned GLS inh 1%, PI4K2A block 4, POLH inh -4%, JMJD2A Tudor -18%, G9a inh 9%, Pin1 inh 7%, HP1b chromo inh 11% and Tb PGK inh inactive.
COc1ccc(-c2nc(C#N)c(N3CCCCCC3)o2)cc1 was read as BAZ2B inh 28µM*, GLS inh -2%, PI4K2A block -5, POLH inh -13%, JMJD2A Tudor inconclusive, G9a inh inconclusive, Pin1 inh 2%, HP1b chromo inh -28% and Tb PGK inh -1%.
Cn1c(Cc2cccs2)nnc1SCC(=O)Nc1ccccc1F was read as BAZ2B inh 0%, GLS inh 8%, PI4K2A block -1, POLH inh -14%, JMJD2A Tudor -5%, G9a inh 3%, Pin1 inh -12%, HP1b chromo inh 18% and Tb PGK inh -6%.
Screening CC(C)N(C(=O)COC(=O)c1cccc(C(=O)OCC(=O)N(C(C)C)C(C)C)n1)C(C)C returned BAZ2B inh inconclusive, GLS inh 6%, PI4K2A block 2, POLH inh -11%, JMJD2A Tudor 15%, G9a inh 39%[activator], Pin1 inh 6%, HP1b chromo inh 29% and Tb PGK inh 6%.
For COc1cccc(C(=O)NCC(=O)OC(C)C(=O)NC23CC4CC(CC(C4)C2)C3)c1 (centres undefined) the results were GLS inh 0%, PI4K2A block 2, POLH inh -8%, JMJD2A Tudor -21%, Pin1 inh 2%, HP1b chromo inh -8% and Tb PGK inh 12%.
`O=C1C(=Cc2cccn2-c2ccc(O)cc2)C(=O)c2ccccc21` gave BAZ2B inh inconclusive, GLS inh -4%, PI4K2A block -9, POLH inh inconclusive, JMJD2A Tudor -7%, Pin1 inh inconclusive, HP1b chromo inh 28% and Tb PGK inh inactive.
For CC(/C=C/c1ccc2c(c1)OCO2)=N\NC(=O)c1ccccc1 the results were GLS inh 38%[activator], PI4K2A block -2, POLH inh -21%, JMJD2A Tudor -9%, G9a inh 2%, Pin1 inh -5%, HP1b chromo inh 17% and Tb PGK inh 1%.
For Cc1ccc(C)c(N2CCN(C(=O)Cc3ccc(NC4=NC5CS(=O)(=O)CC5S4)cc3)CC2)c1 (centres undefined) the results were BAZ2B inh -6%, GLS inh 6%, PI4K2A block -2, POLH inh -16%, JMJD2A Tudor -24%, Pin1 inh 1%, HP1b chromo inh 23% and Tb PGK inh 2%.
Screening CCCN1CCN(CCCNC(=O)c2ccc3c(Cl)c4c(nc3c2)CCCC4)CC1 returned BAZ2B inh -5%, GLS inh 1%, PI4K2A block 2, POLH inh 12%, JMJD2A Tudor -24%, G9a inh -6%, Pin1 inh -1%, HP1b chromo inh 18% and Tb PGK inh 1%.
`COC(=O)Cn1cnc2c(oc3ccccc32)c1=O` gave BAZ2B inh -3%, GLS inh 0%, PI4K2A block 2, POLH inh -19%, JMJD2A Tudor -10%, G9a inh 9%, Pin1 inh -5%, HP1b chromo inh 24% and Tb PGK inh -6%.
Screening O=c1[nH]c2c(c(=O)[nH]1)OCN(Cc1ccccc1)C2 returned GLS inh 14%, PI4K2A block 1, POLH inh -17%, JMJD2A Tudor -15%, Pin1 inh -12%, HP1b chromo inh 37% and Tb PGK inh 0%.
COC(=O)c1c(NC(=O)c2ccc(Br)o2)sc(C)c1C was read as BAZ2B inh 11%, GLS inh 3%, PI4K2A block -2, POLH inh 4%, JMJD2A Tudor 2%, G9a inh 50µM*, Pin1 inh -7%, HP1b chromo inh -6% and Tb PGK inh -6%.
Oc1ccc(C(c2nnnn2C2CCCCC2)N2CCOCC2)cc1 (centres undefined) was read as BAZ2B inh inconclusive, GLS inh 4%, PI4K2A block -5, POLH inh -6%, JMJD2A Tudor -21%, G9a inh 22µM*, Pin1 inh 4%, HP1b chromo inh 23% and Tb PGK inh 5%.
Screening Cc1nn(C(=O)Cn2cc([N+](=O)[O-])cn2)c(C)c1Cl returned BAZ2B inh -11%, GLS inh -11%, PI4K2A block 0, POLH inh -16%, JMJD2A Tudor -1%, G9a inh inconclusive, Pin1 inh 2%, HP1b chromo inh 44%[activator] and Tb PGK inh -3%.
Screening CC(=O)c1cccc(S(=O)(=O)NCCC(=O)NC2CCCCCC2)c1 returned BAZ2B inh 7%, GLS inh 0%, PI4K2A block 2, POLH inh -6%, JMJD2A Tudor -23%, G9a inh -3%[0.501 µM], Pin1 inh -5%, HP1b chromo inh 44%[activator] and Tb PGK inh inactive.
CCOC(=O)c1ccc(NC(=O)c2nc[nH]c2C(=O)NCCCCCNC(=O)OC(C)(C)C)cc1 was read as BAZ2B inh 3%, GLS inh 1%, PI4K2A block -2, POLH inh -9%, JMJD2A Tudor -5%, G9a inh 42%[59 µM], Pin1 inh 16%, HP1b chromo inh 45%[activator] and Tb PGK inh -8%.
COc1cc(NC(=O)c2ccc(C)cc2)c(OC)cc1NC(=O)CN1CCCCC1 was read as BAZ2B inh inconclusive, GLS inh 4%, PI4K2A block -3, POLH inh -20%, JMJD2A Tudor inconclusive, G9a inh inconclusive, Pin1 inh inconclusive, HP1b chromo inh inconclusive and Tb PGK inh inactive.
Screening COc1cccc(NC(=O)CN2CCC(C)CC2)c1 returned BAZ2B inh 8%, PI4K2A block -4, POLH inh -8%, JMJD2A Tudor -4%, G9a inh -5%[59 µM], Pin1 inh 3%, HP1b chromo inh 19% and Tb PGK inh -1%.
Screening CCN(CC)CCn1c2ccc(F)cc2c2nc(C)sc21 returned BAZ2B inh inconclusive, GLS inh 13%, PI4K2A block 6, POLH inh -13%, JMJD2A Tudor -21%, G9a inh inconclusive, Pin1 inh -4%, HP1b chromo inh 13% and Tb PGK inh -9%.
Screening Cc1ccc(/C=N/NC(=O)c2nnn(-c3nonc3N)c2CN(C)C)o1 returned BAZ2B inh -17%, GLS inh -2%, PI4K2A block -2, POLH inh 1%, JMJD2A Tudor -8%, G9a inh inconclusive, Pin1 inh 4%, HP1b chromo inh 32%[activator] and Tb PGK inh 2%.
Screening O=C(OCC(=O)N(CCc1ccccc1)Cc1ccccc1)c1ccc(F)c(S(=O)(=O)N2CCOCC2)c1 returned GLS inh 0%, PI4K2A block -1, POLH inh -12%, JMJD2A Tudor -1%, Pin1 inh 23%, HP1b chromo inh 62%[activator] and Tb PGK inh inactive.
CCOc1ccccc1NC(=O)CCS(=O)(=O)c1ccc2c(c1)CC(C)N2C(C)=O (centres undefined) was read as BAZ2B inh 2%, GLS inh 0%, PI4K2A block 5, POLH inh 4%, JMJD2A Tudor -9%, G9a inh 25µM*, Pin1 inh 0%, HP1b chromo inh 21%[57 µM] and Tb PGK inh 0%.
For Cc1ccc(NC(=O)c2ccco2)c(NC(=O)c2ccc(Cl)cc2)c1 the results were BAZ2B inh -19%, GLS inh 4%, PI4K2A block -3, POLH inh 5%, JMJD2A Tudor -20%, G9a inh -28%, Pin1 inh 2%, HP1b chromo inh 10% and Tb PGK inh 3%.
Screening O=C(CSc1cn(CCNC(=O)c2c(F)cccc2F)c2ccccc12)Nc1ccc2c(c1)OCCO2 returned BAZ2B inh -6%, GLS inh -9%, PI4K2A block 3, POLH inh -5%, JMJD2A Tudor 1%, G9a inh 3%[59 µM], Pin1 inh -4%, HP1b chromo inh 24% and Tb PGK inh 1%.
O=C(c1cc2c(=O)n3ccccc3nc2s1)N1CCN(c2cccc(Cl)c2)CC1 was read as BAZ2B inh 4%, GLS inh -4%, PI4K2A block -2, POLH inh -1%, JMJD2A Tudor 13%, G9a inh 2%, Pin1 inh 17%, HP1b chromo inh 64%[activator] and Tb PGK inh -9%.
`CSCC(O)Cn1[nH]c(=O)c2cc(Cl)c(Cl)cc2c1=O` (centres undefined) gave BAZ2B inh -8%, GLS inh 6%, PI4K2A block -4, POLH inh -4%, JMJD2A Tudor -7%, G9a inh 1%, Pin1 inh -4%, HP1b chromo inh 15% and Tb PGK inh 5%.
`CCOC(=O)N1CCN(C(=O)C2CCCN(S(=O)(=O)c3ccccc3)C2)CC1` (centres undefined) gave BAZ2B inh -12%, GLS inh 3%, PI4K2A block -3, POLH inh -9%, JMJD2A Tudor -16%, G9a inh 6%[12.7 µM], Pin1 inh 1%, HP1b chromo inh 17% and Tb PGK inh -1%.
